# Bim-Bcl-XL – inhibitors of Bim-Bcl-XL binding, primary screen, biochemical, multiplexed, bead flow cytometry, human Bcl-XL; Bcl-2-like protein 1 (Homo sapiens), Q07817; Bim peptide-Bcl-XL binding, fluorescence; inhibition, % at 10 µM; 190,000 tested, 0.04% active; AID 1007, 2008
# Bcl-2 Bim block – inhibitors of Bim-Bcl-2 binding, primary screen, biochemical, multiplexed, human Bcl-2 family. Apoptosis regulator Bcl-2 (Homo sapiens), P10415. Bead-based flow cytometry, Bim peptide-Bcl-2 binding. inhibition, % at 10 µM. 190,000 tested, 0.06% active. AID 950, 2007; in the data active = inhibition above about 40%; inconclusive = no clear call, values can overlap the other calls;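 also: 0% = no compound wells with probe peptide and 100% = reference peptide inhibitor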
# Target sequence (P10415 whole entry, looked up): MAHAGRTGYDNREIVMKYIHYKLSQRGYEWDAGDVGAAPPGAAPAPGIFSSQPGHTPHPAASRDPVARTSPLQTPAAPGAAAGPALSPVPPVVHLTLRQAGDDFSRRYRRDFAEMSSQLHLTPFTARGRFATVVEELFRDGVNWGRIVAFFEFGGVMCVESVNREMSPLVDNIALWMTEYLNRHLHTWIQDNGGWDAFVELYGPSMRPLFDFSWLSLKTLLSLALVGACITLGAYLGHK
# RGS4-Gao reg – modulators of RGS4 binding to Galphao, primary screen, biochemical, multiplexed bead flow cytometry | actives lie on both sides | binding response (% of control), % at 10 µM | 220,000 tested, 0.33% active; in the data active = binding response below about 49% or above about 150%; inactive = in between;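 also: fluorescent Galphao activated with aluminum fluoride binding bead-coupled RGS4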
# Target sequence (P09471 whole entry, looked up): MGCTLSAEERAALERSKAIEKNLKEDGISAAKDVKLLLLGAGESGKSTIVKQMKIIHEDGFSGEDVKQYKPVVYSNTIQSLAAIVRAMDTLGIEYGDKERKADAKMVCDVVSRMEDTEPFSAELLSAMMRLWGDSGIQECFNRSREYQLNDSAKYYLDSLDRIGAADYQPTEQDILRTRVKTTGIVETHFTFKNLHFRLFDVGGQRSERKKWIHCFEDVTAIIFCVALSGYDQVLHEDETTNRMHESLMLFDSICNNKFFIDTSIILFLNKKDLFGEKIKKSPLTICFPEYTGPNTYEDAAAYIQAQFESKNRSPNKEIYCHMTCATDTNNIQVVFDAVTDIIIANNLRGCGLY
# Bim-Bcl-W – inhibitors of Bim binding to Bcl-W, primary screen, biochemical, multiplexed, bead-based flow cytometry. inhibition, % at 10 µM. 190,000 tested, 0.02% active. Bim peptide-Bcl-W binding;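 also: 0% = bound tracer without compound and 100% = peptide blocker; higher means less fluorescent Bim peptide bound to Bcl-W beads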
# Target sequence (Q92843 whole entry, looked up): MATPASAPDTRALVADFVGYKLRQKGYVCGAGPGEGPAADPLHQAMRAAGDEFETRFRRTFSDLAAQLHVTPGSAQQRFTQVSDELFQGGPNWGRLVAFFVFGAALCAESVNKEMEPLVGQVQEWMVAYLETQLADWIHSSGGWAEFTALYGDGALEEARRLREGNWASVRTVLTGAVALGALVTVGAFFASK
# ABCG2 inh – ABCG2 efflux pump inhibitors, primary screen, multiplex with ABCB1, IgMXP3 cells, flow cytometry; AID 1325, 2008; Broad substrate specificity ATP-binding cassette transporter ABCG2 (Homo sapiens), Q9UNQ0; inhibition, % at 6.6 µM; JC-1 efflux; 190,000 tested, 0.1% active;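 active = inhibition above 80%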;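 also: 0% = DMSO and 100% = nicardipine control wells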
#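 Measure – % inhibition of efflux relative to nicardipine and DMSO · Test system – ABCG2 IgMXP3 and barcoded ABCB1 CCRF-Adr cell mix · Control set – nicardipine as high control, DMSO as low control · Compound – one concentration, 6.6 µM final · Signal – flow cytometry of retained JC-1 fluorescence · Timing – 10 min exposure at 25 °C with rotation, no wash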
# RGS8-Gao reg – RGS8-Galphao binding modulators, primary screen, biochemical, multiplexed bead flow cytometry | Guanine nucleotide-binding protein G(o) subunit alpha (Homo sapiens), P09471 | actives lie on both sides | response (percent of control binding), % at 10 µM | 220,000 tested, 0.34% active | AID 1423, 2008; in the data active = response below about 60% or above about 140%; inactive = in between;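 also: Galphao activated as the GDP aluminium fluoride complex binding bead-coupled RGS8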
# ABCB1 block – ABCB1 efflux pump inhibitors, primary screen, cell-based, multiplex, flow cytometry, ABCG2 counter-screen | ATP-dependent translocase ABCB1 (Homo sapiens), P08183 | CCRF-Adr cells, JC-1 efflux | inhibition, % at 6.6 µM | 190,000 tested, 0.067% active | AID 1326, 2008; in the data active = inhibition above about 40%;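 also: 0% = vehicle and 100% = reference inhibitor; higher value means more JC-1 retained so stronger ABCB1 efflux block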
# RGS7-Gao – RGS7-Galphao binding modulators, primary screen, biochemical, multiplexed bead flow cytometry; actives lie on both sides; binding response (% of control), % at 10 µM; 220,000 tested, 0.35% active; in the data active = binding response below about 49% or above about 150%; inconclusive = no clear call, values can overlap the other calls; inactive = in between;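 also: fluorescent Galphao held in activated GDP-AlF4 state binding bead-coupled RGS7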
# Bcl-B Bim block – inhibitors of Bim-Bcl-B binding, primary screen, biochemical, multiplexed, human Bcl-2 family. Bcl-2-like protein 10 (Homo sapiens), Q9HD36. bead-based flow cytometry, Bim peptide-Bcl-B binding. inhibition, % at 10 µM. 190,000 tested, 0.073% active. AID 951, 2007;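 also: 0% = tracer peptide without compound and 100% = reference inhibitor peptide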
# Target sequence (Q9HD36 whole entry, looked up): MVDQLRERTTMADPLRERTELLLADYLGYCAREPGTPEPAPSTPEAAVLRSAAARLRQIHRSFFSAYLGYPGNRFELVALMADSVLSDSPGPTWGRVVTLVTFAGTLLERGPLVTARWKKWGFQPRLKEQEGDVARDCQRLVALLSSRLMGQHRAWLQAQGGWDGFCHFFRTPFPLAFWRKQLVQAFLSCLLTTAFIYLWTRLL
# Bim-Mcl-1 – inhibitors of Bim peptide binding to Mcl-1, primary screen, biochemical, bead-based flow cytometry, multiplex; Induced myeloid leukemia cell differentiation protein Mcl-1 (Homo sapiens), Q07820; Bim peptide-Mcl-1 binding; inhibition, % at 10 µM; 190,000 tested, 0.1% active; AID 1009, 2008;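 also: 0% = no compound tracer wells and 100% = peptide blocker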
# Bfl-1 Bim block – inhibitors of Bim binding to Bfl-1, primary screen, biochemical, multiplexed, bead-based flow cytometry; Bcl-2-related protein A1 (Homo sapiens), Q16548; Bim-Bfl-1 binding inhibition; inhibition, % at 10 µM; 190,000 tested, 0.12% active;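 also: 0% = wells without compound plus tracer and 100% = blocker peptide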
# Starred values were filed as active, the others as inactive; ? = inconclusive. Rule as the data show it, unless noted: active = inhibition above about 40%.
SMILES,Bim-Bcl-XL,Bcl-2 Bim block,RGS4-Gao reg,Bim-Bcl-W,ABCG2 inh,RGS8-Gao reg,ABCB1 block,RGS7-Gao,Bcl-B Bim block,Bim-Mcl-1,Bfl-1 Bim block
Cc1cccc(NS(=O)(=O)c2ccc(Oc3ccccc3)cc2)n1,-2,-8,101,1,1,102,0.1,102,-5,1,-11
COc1ccc(CNC(=O)CSCc2c(F)cccc2Cl)cc1,0,-1,98,-1,-1,99,-0.3,93,-2,0,-6
CN(Cc1ccccc1)S(=O)(=O)c1cccc2cccnc12,-3,-9,99,0,-1,98,-0.4,94,-9,-1,-11
O=C(O)CSCC(=O)Nc1ccc(S(=O)(=O)N2CCCCC2)cc1,0,0,110,-2,2,109,0.7,110,-1,-4,-1
O=c1c2[nH]c3ccc(F)cc3c2nc2n1CCCS2,0,0,97,0,2,99,-0.4,99,0,2,1
CCOC(=O)N1CCC2(CC1)C(C#N)=C(N)Oc1n[nH]c(C)c12,7,-10,101,2,2,98,0.5,97,-12,-1,-15
O=C(NCCc1csc(-c2ccccc2)n1)c1ccc(Br)o1,-4,-6,101,-1,3,102,0.5,98,-6,0,-7
CCOc1ccc(NC(=O)CN(C)S(=O)(=O)c2cnc[nH]2)cc1,-1,1,101,1,0,100,0.8,98,0,-2,-4
COCCNC(=O)c1cc2sccc2n1C,-4,-2,101,0,1,98,0.2,105,-2,-2,1
CCOC(=O)Cc1cc(=O)n2[nH]cc(-c3ccc(Cl)cc3)c2n1,-5,-7,101,-1,-2,103,-0.8,100,-4,-1,-5
CC(C)N1CCC(N2CCN(Cc3cc(F)ccc3-n3cccn3)CC2CCO)CC1 (stereo not drawn),-1,-5,103,1,4,105,1.1,101,-1,-1,-4
CN(Cc1ccccc1)S(=O)(=O)c1ccc(OCC(=O)N2CCOCC2)cc1,1,-3,109,0,3,108,0.8,108,0,3,-2
Cn1c(CNc2nc3ccccc3n2CCN2CCCCC2)nc2ccccc21,-5,-5,104,2,1,102,1.2,99,-4,2,-11
CCN(CC(O)Cn1c2ccccc2c2ccccc21)S(=O)(=O)c1ccc(C)cc1 (stereo not drawn),0,-8,101,6,1,103,0.3,103,-5,-2,-4
Cc1ccc(CSc2ncccc2C(=O)O)cc1,0,-5,104,-1,1,95,0.2,100,-5,-1,-3
Cc1ccc(S(=O)(=O)N2CCN(C(=O)CN3CCOCC3)C2)cc1,3,-2,102,5,0,104,0.0,102,-3,0,-12
O=C(O)C1CCCCC1C(=O)NCCc1c[nH]c2ccccc12 (stereo not drawn),-1,-2,100,-3,1,100,0.2,100,-5,0,-8
CC(=O)c1ccc(N2CCN(CCC#N)CC2)c(F)c1,-7,-9,102,-3,16,103,0.4,102,-10,-3,-17
CCC(=O)N(Cc1ccco1)c1nc(-c2ccc(OC)cc2)cs1,1,4,102,1,10,102,1.2,100,0,1,4
COc1ccc(C2CC2/C(=N/O)c2ccccc2)cc1 (stereo not drawn),-3,-6,95,-2,2,98,0.2,95,0,0,-1
O=C(COc1ccccc1)Nc1ccccc1N1CCN(c2ccccc2)CC1,-5,-8,105,-1,26,101,0.8,104,-8,-1,-13
Cc1ccc(CNC(=O)C2CCCN(S(=O)(=O)c3c(C)noc3C)C2)cc1 (stereo not drawn),-5,-6,99,-4,5,99,0.5,102,-4,0,-14
CN1CCN(C2=C(Cl)C(=O)N(c3ccc(Cl)cc3)C2=O)CC1,-3,-8,99,-1,-7,100,-5.2,99,-8,-1,-10
CCCCN(C(=O)/C=C/c1ccco1)c1c(N)n(Cc2ccccc2)c(=O)[nH]c1=O,-3,-1,97,0,2,100,-0.6,97,-2,-1,-2
COc1cc(C2C(C#N)=C(N)Oc3cc(C)n(CC4CCCO4)c(=O)c32)cc2c1OCO2 (stereo not drawn),-2,-3,95,-4,3,95,0.9,93,1,-2,-3
CN(CC(=O)O/N=C(\N)c1ccccn1)S(=O)(=O)c1ccc(Br)cc1,-10,-11,102,-2,28,100,0.4,97,-14,-5,-18
O=C(CCC1N=C2c3ccccc3N=C(SCc3ccccc3Cl)N2C1=O)NCc1ccco1 (stereo not drawn),-1,0,96,0,1,97,2.3,93,0,-2,8
CC(NC(=S)Nc1ccccc1C(F)(F)F)C1CC2CCC1C2 (stereo not drawn),-3,-4,94,3,0,96,-0.1,80,-2,2,-3
CCOC(=O)CNC(=O)CSc1nnc(Cn2c(=O)sc3ccccc32)n1-c1ccccc1C,-10,0,80,-1,1,82,0.6,87,-1,0,1
CCC(=O)Nc1c(C)cc(C)cc1Cl,-2,-2,104,-1,3,102,1.3,103,-5,2,-15
CCc1nc2c(c(SC)nn2-c2ccccc2)c(N)c1C(=O)OC,-8,-3,104,0,5,103,0.4,98,-2,-2,-1
CCOc1ccccc1N1CCN(C2=C(NS(=O)(=O)c3cccs3)C(=O)c3ccccc3C2=O)CC1,-2,-2,99,0,0,101,0.2,98,1,-2,0
O=C(CN1CCCCCC1)Nc1ccc(Br)cc1,-8,-6,96,0,9,98,1.1,98,-13,-3,-17
O=C(O)CCc1ccc(-c2ccc(Br)cc2)o1,-9,-2,100,-8,15,100,0.2,98,-8,-6,-14
CC1=C(C#N)C(Nc2cc(C)ccn2)(C(F)(F)F)C(=O)N1 (stereo not drawn),-10,-5,102,0,1,99,0.5,104,-6,0,-11
Nc1scc(-c2ccncc2)c1Cl,-10,-7,100,-8,22,99,-0.6,100,-11,-5,-22
O=C1c2ccccc2C(=O)N1Cc1nc(-c2ccncc2)no1,-1,-9,124,4,0,117,-0.1,116,-8,-2,-8
O=C(CCCn1c(=O)[nH]c2ccccc2c1=O)N1CCN(c2ccccn2)CC1,-3,0,99,-3,8,97,0.1,99,-6,-4,0
N#CCCCSc1nnc(Cc2ccc3c(c2)OCO3)o1,-3,5,104,7,-1,105,-0.2,105,0,0,9
CS(=O)(=O)N(CCc1ccccc1)CC(=O)NCc1ccc2c(c1)OCO2,3,-4,11*,2,2,14*,0.1,13*,-8,-2,-9
COc1cccc(NC(=O)CN(C)C(C)C(=O)Nc2ccc(C(C)=O)cc2)c1 (stereo not drawn),-5,0,103,-2,5,100,0.9,99,-2,1,-3
CCN(CC(=O)NCc1cccs1)C(=O)c1ccccc1F,-3,1,96,0,1,99,0.0,?,0,0,-1
COc1ccc(CSc2n[nH]c(C)n2)cc1[N+](=O)[O-],1,0,95,-2,3,92,-0.1,91,0,-4,-2
O=S(=O)(NCc1ccco1)c1cnc(Cl)c(Br)c1,0,0,104,1,2,102,0.6,105,0,0,2
Cc1cc(C)c(NC(=O)C(C)c2cccc(C(=O)c3ccccc3)c2)c(C)c1 (stereo not drawn),-2,-6,86,-3,10,92,1.0,89,0,-2,3
CCOC(=O)C1=C(C)C2C3C(=O)N(c4ccccc4C)C(=O)C3C1(C)C1C(=O)N(c3ccccc3C)C(=O)C21 (stereo not drawn),-3,-1,99,-3,7,103,4.2,98,-6,-3,-1
CCOC(=O)C1=C(C)Nc2ncnn2C1c1c[nH]c2ccccc12 (stereo not drawn),4,0,97,0,3,98,0.3,96,0,0,-1
Cc1cnc(NC(=O)CCCc2nc3ccccc3s2)s1,-1,0,103,0,3,97,0.3,102,-5,-3,0
CC(=O)c1cc(NC(=O)c2ccc(C)cc2)c(=O)oc1C,-1,-1,101,1,9,101,1.0,?,-1,0,-6
Cc1nc2ccccc2c2nc(NC(=O)Cc3ccccc3)nn12,-14,-12,98,-7,61,98,1.0,102,-10,-8,-21
O=C(O)c1cccc(NC(=O)c2cccc(S(=O)(=O)N3CCc4ccccc4C3)c2)c1,-3,-3,101,-4,0,100,-0.1,100,-3,-1,-8
CC(=O)N1CCN(Cc2nc(C(c3ccccc3)c3ccccc3)no2)CC1,-1,-6,98,-3,0,104,-0.3,98,-3,0,-7
COc1cc2nc(C3CCC3)n(NC(=O)COc3ccccc3)c(=O)c2cc1OC,0,-1,100,4,-1,104,0.3,103,2,1,0
Cc1ccc(Nc2ccccc2)cc1,-13,-9,102,-11,1,101,0.2,101,-16,-17,-12
O=C(CN1C(=O)C2C3C=CC(C3)C2C1=O)Nc1ccc2c(c1)OCCO2 (stereo not drawn),-3,-3,104,0,1,102,0.5,102,0,-1,-1
CCOc1ccccc1-c1n[nH]c(=S)o1,-3,-2,104,7,5,105,0.9,106,-11,2,0
O=C(c1ccc(SCc2ccco2)c([N+](=O)[O-])c1)N1CCOCC1,-1,4,101,0,7,99,0.4,?,1,-3,3
Cc1cccc(NC(=S)N(C)Cc2cn(C)c3ccccc23)c1,-1,-1,99,-1,2,102,0.5,100,-6,-4,0
Nc1nc(SCC(=O)c2cc3ccccc3o2)n[nH]1,0,-1,103,0,0,98,-0.1,105,-7,0,-1
CN(CC(=O)Nc1ccc(F)cc1)C(=O)CSc1nc2ncc(Cl)cc2[nH]1,-3,-1,108,-1,2,104,0.6,104,-7,-3,-5
# Continuation.
SMILES,Bim-Bcl-XL,Bcl-2 Bim block,RGS4-Gao reg,Bim-Bcl-W,ABCG2 inh,RGS8-Gao reg,ABCB1 block,RGS7-Gao,Bcl-B Bim block,Bim-Mcl-1,Bfl-1 Bim block
COC(=O)c1ccc(NC(=O)CNS(=O)(=O)c2cccs2)cc1,0,-8,101,-7,14,99,0.5,102,-15,-5,-19
O=C(NNC(=S)NC(=O)c1sc2ccccc2c1Cl)c1ccc(Cl)cc1,-7,-2,95,-3,-11,96,-0.6,92,-2,-4,0
CC(C)OC(=O)c1cccc(C(=O)Oc2ccccc2)n1,1,-3,101,-7,0,102,0.0,95,-4,-2,-6
Cc1ccc(SCCn2nc(C(=O)O)c3ccccc3c2=O)cc1,-4,-7,95,-1,2,94,0.1,97,-5,-7,-7

# Screening data as filed in PubChem BioAssay.
